From PubChem
S1P3 ag: agonists of human S1P3 receptor. Q99500. S1P3 NFAT-BLA reporter cells, agonism, FRET ratio; relative to 1 µM S1P, basal subtracted. activation, % at 4.5 µM. actives 0.1% (n = 60,000). AID 373;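 active means activation above the screen-wide mean plus 3 SD, cut at about 4.5% in these data, passing the limit was not always enough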; further: some compounds called inactive have numbers as strong as hits
Target sequence (Q99500 whole entry, looked up): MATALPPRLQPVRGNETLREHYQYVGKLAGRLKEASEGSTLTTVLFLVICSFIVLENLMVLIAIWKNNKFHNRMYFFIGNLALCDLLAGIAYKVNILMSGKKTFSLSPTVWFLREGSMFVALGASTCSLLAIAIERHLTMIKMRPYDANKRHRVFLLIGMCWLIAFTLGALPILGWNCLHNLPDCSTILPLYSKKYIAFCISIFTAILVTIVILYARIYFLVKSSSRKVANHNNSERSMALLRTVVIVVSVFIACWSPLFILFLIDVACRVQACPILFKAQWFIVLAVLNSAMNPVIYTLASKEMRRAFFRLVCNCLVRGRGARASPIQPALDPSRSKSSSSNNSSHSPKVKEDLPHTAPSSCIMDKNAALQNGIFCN
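Measure – % activation relative to 1 µM S1P (100%), per plate · System – stable CHO line with human S1P3, Gα16, NFAT-BLA reporter · Timing – cells plated overnight, compound 4 h 37 °C, substrate 2 h RT · Technique – fluorescent BLA substrate, ex 405 nm, em 460/535 nm ratio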
S1P1 ag-PAM: S1P1 (human) agonism or agonism potentiation; P21453; S1P1 CRE-bla cells, forskolin, beta-lactamase FRET, potentiator mode; S1P1 agonist co-added at EC20, 2 nM; 100% = saturating reference agonist, 0% = basal; activation, % at 9.5 µM; actives 0.57% (n = 56,000); AID 449;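 active means activation above a cutoff set at the mean activation of all tested compounds plus 3 SD, cut at about 54% in these data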;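 further: forskolin at 4 µM as EC80 and the EC20 agonist is SEW2871; 100% = SEW2871 at its EC100 plus forskolin at EC80; some compounds past the cut are filed as inactive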
5HT1E antag: blocks the human 5-HT1E serotonin receptor; P28566; CHO 5-HT1E Ga15 NFAT-bla reporter, FRET, antagonist; inhibition, % at 6 µM; actives 0.99% (n = 65,000); AID 571;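 active means inhibition above a set limit, the mean inhibition across every tested compound plus 3 SD, cut at about 29% in these data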;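 further: signal is the 460 over 535 nm emission ratio of beta-lactamase substrate; 0% = agonist plus DMSO wells and 100% = wells without agonist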
HEK293 NFkB inh: inhibitors of the PMA/ionomycin-induced NF-kB reporter in HEK293 cells | actives 0.21% (n = 62,000) | HEK-293 NF-kB luciferase reporter, luminescence | inhibition, % at 3 µM;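 active means inhibition above the mean of all tested compounds plus 3 SD, cut at about 40% in these data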;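 further: 0% = stimulated DMSO wells and 100% = 10 µM reference inhibitor 5653914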
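Material: HEK-293 cells with stable firefly luciferase reporter driven by four HIV NF-kB elements / Also added: PMA plus ionomycin mix as NF-kB-activating stimulus / Compound dosing: 3 µM once, 0.30% DMSO / Times: 1 h pretreatment, 16 h stimulation, 37 °C / Signal: luminescence / Evaluation: per-plate % inhibition versus controls / Benchmarks: DMSO and 10 µM reference inhibitor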
Jurkat tox 60K: reduces viability or proliferation of Jurkat cells; Jurkat E6.1 viability, ATP luminescence, 48 h; inhibition, % at 4 µM; actives 1.2% (n = 56,000);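 active means inhibition above the mean inhibition of all tested compounds plus 3 SD, cut at about 28% in these data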
D1 allo mod: D1 dopamine receptor (human) allosteric modulation | P21728 | HEK293 D1, CRE-luciferase, dopamine EC30 potentiation; actives deviate in either direction | B-score at 10 µM | actives 5.9% (n = 58,000) | AID 641;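 active means luminescence count or its row- and column-corrected plate score outside the 99.7% band of the plate's sample wells, on either side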
Target sequence (P21728 whole entry, looked up): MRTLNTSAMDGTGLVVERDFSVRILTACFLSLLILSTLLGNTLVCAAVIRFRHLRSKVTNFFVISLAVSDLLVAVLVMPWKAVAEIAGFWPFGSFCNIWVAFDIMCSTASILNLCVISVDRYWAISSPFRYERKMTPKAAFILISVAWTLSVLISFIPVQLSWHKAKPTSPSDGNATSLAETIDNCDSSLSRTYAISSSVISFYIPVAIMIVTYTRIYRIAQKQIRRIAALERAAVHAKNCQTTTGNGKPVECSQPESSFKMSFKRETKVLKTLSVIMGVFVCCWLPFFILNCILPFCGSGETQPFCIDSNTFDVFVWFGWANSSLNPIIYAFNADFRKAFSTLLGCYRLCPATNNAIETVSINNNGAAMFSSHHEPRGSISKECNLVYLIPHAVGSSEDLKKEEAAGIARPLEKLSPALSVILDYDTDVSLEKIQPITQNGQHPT
5HT1a antag: 5-HT1a (human) receptor antagonism. P08908. inhibition, % at 10 µM. CHO 5-HT1a Ga15 NFAT-bla reporter, antagonist mode. actives 0.68% (n = 62,000);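 active means inhibition above the mean of all tested compounds plus 3 SD, cut at about 43% in these data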;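 further: receptor stimulated by 5-CT agonist at 100 nM near EC80; beta-lactamase reporter measured by ratiometric fluorescence of a cleavable substrate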
HTR1E agonist: 5-HT1E (human) receptor agonism; P28566; CHO 5-HT1E Ga15 NFAT-bla reporter, FRET; 0% DMSO wells, 100% control agonist wells; activation, % at 6 µM; actives 0.69% (n = 65,000); AID 574;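 active means activation above a set limit, the screen-wide mean activation plus 3 SD, cut at about 8.5% in these data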;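 further: 100% = positive control agonist at 1 µM giving full maximal response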
5HT1a ag: activates the human 5-HT1a serotonin receptor; activation, % at 10 µM; CHO 5-HT1a Ga15 NFAT-bla reporter, FRET ratio; 0% basal, 100% maximal reference agonist; P08908; actives 0.56% (n = 65,000);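 active means activation above the screen-wide mean activation plus 3 SD, cut at about 19% in these data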;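 further: 0% = DMSO wells and 100% = 5-CT at EC100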
* = called active by the depositor. Rows were taken by chance, and some 8.3% of all compounds hit somewhere here.

For Cc1cccc(NC2=NCC(=O)N2Cc2ccccc2)c1 the results were 5HT1E antag 12, HEK293 NFkB inh 10, D1 allo mod 0.84, 5HT1a antag 15, HTR1E agonist -0.7 and 5HT1a ag -0.2.
O=C(NCCCN1CCOCC1)c1ccco1 was read as S1P3 ag -1.2, S1P1 ag-PAM -7, 5HT1E antag 10, HEK293 NFkB inh 10, Jurkat tox 60K -7, D1 allo mod -0.064, 5HT1a antag -3, HTR1E agonist -1.1 and 5HT1a ag 0.0.
O=C(CCc1ccccc1)Nc1nc2n(n1)C(c1ccc(Cl)cc1)CC(=O)N2 (stereo not drawn) was read as S1P3 ag -0.6, S1P1 ag-PAM -8, 5HT1E antag 0, HEK293 NFkB inh 11, Jurkat tox 60K -8, D1 allo mod -0.48, 5HT1a antag 1, HTR1E agonist -0.6 and 5HT1a ag -3.1.
Screening COc1cc(Cl)c(S(=O)(=O)N2CCOCC2)cc1Cl returned S1P3 ag -0.9, 5HT1E antag 8, HEK293 NFkB inh -3, Jurkat tox 60K 2, D1 allo mod 0.4, 5HT1a antag -2, HTR1E agonist 0.3 and 5HT1a ag -4.2.
CCOc1ccc(CC(=O)N2CCN(c3ccc(N4CCOCC4)nn3)CC2)cc1OCC was read as S1P3 ag -0.8, S1P1 ag-PAM -2, 5HT1E antag -7, HEK293 NFkB inh 2, Jurkat tox 60K -4, D1 allo mod 0.57, 5HT1a antag -4, HTR1E agonist -0.3 and 5HT1a ag -0.4.
O=C(c1cccc(COCC(F)(F)C(F)F)c1)N1CCN(c2ccccc2)CC1 was read as S1P3 ag -0.3, S1P1 ag-PAM 11, 5HT1E antag 1, HEK293 NFkB inh 18, Jurkat tox 60K 4, D1 allo mod 0.85, 5HT1a antag 5, HTR1E agonist -1.2 and 5HT1a ag 4.7.
Screening CC(=O)Nc1ccc(S(=O)(=O)N[C@H](C(=O)O)C(C)C)cc1 returned S1P3 ag -0.2, S1P1 ag-PAM -3, 5HT1E antag -1, HEK293 NFkB inh 10, Jurkat tox 60K 0, 5HT1a antag -3, HTR1E agonist -0.7 and 5HT1a ag -2.8.
CC1CCCC(NC2CCCCNC2=O)C1 (stereo not drawn) was read as S1P3 ag -0.4, S1P1 ag-PAM -12, 5HT1E antag -1, HEK293 NFkB inh 4, Jurkat tox 60K -6, D1 allo mod 1.4, 5HT1a antag -6, HTR1E agonist -0.7 and 5HT1a ag -3.3.
Cn1c(SCC(=O)NC2CCCCC2)nnc1-c1cc2cc(Cl)ccc2o1 was read as 5HT1E antag 7, HEK293 NFkB inh 11, D1 allo mod -0.12, 5HT1a antag 2, HTR1E agonist -1.6 and 5HT1a ag -2.9.
Screening COCCCNC(=O)CCn1c(=O)c2ccccc2n(CC(=O)Nc2cc(Cl)ccc2C)c1=O returned S1P3 ag 0.3, S1P1 ag-PAM 0, 5HT1E antag -12, HEK293 NFkB inh -3, Jurkat tox 60K -10, 5HT1a antag 1, HTR1E agonist 0.2 and 5HT1a ag -1.7.
Screening COc1cc(C2Nc3cccc4cccc(c34)N2)cc(OC)c1OC(C)=O returned S1P3 ag -1.2, S1P1 ag-PAM -10, 5HT1E antag -1, HTR1E agonist -1.4 and 5HT1a ag -2.7.
`O=C(COC(=O)c1ccccn1)Nc1c(Cl)cccc1Cl` gave S1P3 ag -0.3, S1P1 ag-PAM 13, 5HT1E antag -9, HEK293 NFkB inh 17, Jurkat tox 60K -2, D1 allo mod 0.21, 5HT1a antag 0, HTR1E agonist -0.2 and 5HT1a ag -4.4.
Cc1ccnc(NC(=O)C2CCCN(S(=O)(=O)c3cnc[nH]3)C2)c1 (stereo not drawn) was read as S1P3 ag -0.2, S1P1 ag-PAM -8, 5HT1E antag -6, HEK293 NFkB inh 14, Jurkat tox 60K 5, D1 allo mod 0.084, 5HT1a antag -7, HTR1E agonist 1.2 and 5HT1a ag 0.1.
For COC(=O)c1ccc(OC(=O)C2CC(=O)N(c3cccc(C)c3)C2)cc1 (stereo not drawn) the results were S1P3 ag -0.3, 5HT1E antag -4, HEK293 NFkB inh 15, Jurkat tox 60K 1, D1 allo mod 0.67, 5HT1a antag -17, HTR1E agonist 1.1 and 5HT1a ag -1.3.
Cc1ccccc1N1C(=O)c2cccc3c(N(C)CCO)ccc(c23)C1=O was read as S1P3 ag -1.0, S1P1 ag-PAM 26, 5HT1E antag 8, HEK293 NFkB inh 8, Jurkat tox 60K 6, D1 allo mod 2.1, 5HT1a antag 0, HTR1E agonist -0.6 and 5HT1a ag 0.1.
COc1ccc(OCC(O)CN2CCCCC2)cc1 (stereo not drawn) was read as S1P3 ag -1.1, S1P1 ag-PAM -23, 5HT1E antag 6, HEK293 NFkB inh -11, Jurkat tox 60K 1, 5HT1a antag 7, HTR1E agonist -0.6 and 5HT1a ag -0.3.
CCCCS(=O)(=O)NC1=NCN(CCO)CN1 was read as S1P3 ag -0.1, S1P1 ag-PAM -16, 5HT1E antag 1, HEK293 NFkB inh 11, Jurkat tox 60K 1, D1 allo mod -0.72, 5HT1a antag 7, HTR1E agonist 0.1 and 5HT1a ag -0.7.
`Cc1ccc(Nc2nc(N)nc(CN3CCN(C(=O)c4ccco4)CC3)n2)cc1Cl` gave S1P3 ag -1.1, S1P1 ag-PAM -13, 5HT1E antag 2, HEK293 NFkB inh 13, Jurkat tox 60K 7, D1 allo mod 5.4*, 5HT1a antag -6, HTR1E agonist -0.4 and 5HT1a ag -4.2.
For O=C(CCCC(=O)N(CC(=O)NC1CCCC1)Cc1ccccc1)Nc1ccccn1 the results were S1P3 ag -0.2, S1P1 ag-PAM -9, 5HT1E antag -7, HEK293 NFkB inh 13, Jurkat tox 60K -4, D1 allo mod 0.043, 5HT1a antag 5, HTR1E agonist -1.1 and 5HT1a ag -1.3.
Screening CC(=O)c1ccc(NC(=O)C2CCC(C)NC2=O)cc1 (stereo not drawn) returned S1P3 ag -0.3, S1P1 ag-PAM 1, 5HT1E antag -2, HEK293 NFkB inh 16, Jurkat tox 60K 1, D1 allo mod 1.5, 5HT1a antag -8, HTR1E agonist -0.3 and 5HT1a ag 0.5.
For CCCN(c1ccc(C(C)C)cc1)S(=O)(=O)c1c(C)noc1C the results were 5HT1E antag 11, HEK293 NFkB inh 6, D1 allo mod -0.44, 5HT1a antag 22, HTR1E agonist -1.2 and 5HT1a ag -3.0.
Screening CCn1ncc(Cl)c1C(=O)NC(C)c1ccccc1 (stereo not drawn) returned S1P3 ag -0.4, S1P1 ag-PAM -9, 5HT1E antag 7, HEK293 NFkB inh 8, Jurkat tox 60K 6, D1 allo mod 0.52, 5HT1a antag -20, HTR1E agonist 0.2 and 5HT1a ag -1.0.
`Cc1ccc(S(=O)(=O)Nc2nonc2C)cc1` gave S1P3 ag -0.2, S1P1 ag-PAM -7, 5HT1E antag -8, HEK293 NFkB inh 16, Jurkat tox 60K -2, D1 allo mod -0.43, 5HT1a antag -5, HTR1E agonist 0.0 and 5HT1a ag -1.2.
Screening CCOC(=O)N1CCC(NC(=O)CCC(=O)N2CCOc3ccccc32)CC1 returned S1P3 ag -1.6, S1P1 ag-PAM -14, 5HT1E antag -8, HEK293 NFkB inh 2, Jurkat tox 60K -4, D1 allo mod -0.44, 5HT1a antag 6, HTR1E agonist 0.1 and 5HT1a ag -1.9.
`COCCn1c(SCC(=O)Nc2ccc3c(c2)OCCO3)nnc1-c1c[nH]c2ccccc12` gave S1P3 ag 0.6, S1P1 ag-PAM -2, 5HT1E antag 2, HEK293 NFkB inh 13, Jurkat tox 60K 6, 5HT1a antag -9, HTR1E agonist 3.0 and 5HT1a ag -1.8.
For CC(C#N)Sc1nc2ccccc2c(=O)n1-c1ccccc1 (stereo not drawn) the results were S1P3 ag 1.6, S1P1 ag-PAM 21, 5HT1E antag 2, HEK293 NFkB inh 16, Jurkat tox 60K 8, D1 allo mod 9.2*, 5HT1a antag 9, HTR1E agonist 0.7 and 5HT1a ag 0.9.
`COc1ccccc1-c1nnc(SCC(=O)Nc2ccc(Cl)cc2Cl)o1` gave 5HT1E antag 0, HEK293 NFkB inh 10, D1 allo mod -0.054, 5HT1a antag -2, HTR1E agonist 0.7 and 5HT1a ag -1.3.
COc1ccc(CNc2nc3c(c(C(F)(F)F)n2)CCCCC3)cc1 was read as 5HT1E antag -3, HEK293 NFkB inh 17, 5HT1a antag 20, HTR1E agonist 5.9 and 5HT1a ag 1.1.
`CCOC(=O)N1CCN(C(c2ccccc2)c2sc3nc(C)nn3c2O)CC1` (stereo not drawn) gave S1P3 ag -0.1, S1P1 ag-PAM 2, 5HT1E antag -3, HEK293 NFkB inh 21, Jurkat tox 60K -1, D1 allo mod -0.2, 5HT1a antag -3, HTR1E agonist 0.6 and 5HT1a ag 0.0.
Screening O=C(N1CCOCC1)N1CCN(c2ccccn2)CC1 returned S1P3 ag -0.9, S1P1 ag-PAM -12, 5HT1E antag -11, HEK293 NFkB inh 14, Jurkat tox 60K 2, D1 allo mod 0.19, 5HT1a antag 9, HTR1E agonist -0.1 and 5HT1a ag -1.3.
`CC(C)OCCCNC(=O)c1ccc(N(C)S(C)(=O)=O)cc1` gave S1P3 ag -0.3, S1P1 ag-PAM -19, 5HT1E antag 3, HEK293 NFkB inh 7, Jurkat tox 60K 0, D1 allo mod 0.0013, 5HT1a antag 2, HTR1E agonist -0.3 and 5HT1a ag -4.3.
For CCCC1C(c2ccc(OC)cc2)C(C#N)(C#N)C2(C#N)CC1(N)NC2=O (stereo not drawn) the results were S1P3 ag -2.3, S1P1 ag-PAM -10, 5HT1E antag 2, HTR1E agonist -0.6 and 5HT1a ag 0.5.
Cn1c(SCC(=O)N2CCCc3ccccc32)nnc1-c1ccccc1 was read as S1P3 ag -1.5, S1P1 ag-PAM 4, 5HT1E antag 0, HEK293 NFkB inh -1, Jurkat tox 60K -6, D1 allo mod 0.37, 5HT1a antag 5, HTR1E agonist -0.1 and 5HT1a ag 0.0.
COc1cccc(-c2nc(CS(=O)CC(=O)NCc3ccc4c(c3)OCO4)c(C)o2)c1 (stereo not drawn) was read as S1P3 ag -0.4, S1P1 ag-PAM -16, 5HT1E antag -5, HEK293 NFkB inh -4, Jurkat tox 60K -1, D1 allo mod -0.73, 5HT1a antag -2, HTR1E agonist -0.3 and 5HT1a ag 0.9.
Screening CCOC(=O)N1CCN(C(=O)c2c(O)c3cccc4c3n(c2=O)CC4)CC1 returned S1P3 ag -0.2, S1P1 ag-PAM 6, 5HT1E antag 1, HEK293 NFkB inh 12, Jurkat tox 60K -4, D1 allo mod 0.92, 5HT1a antag 2, HTR1E agonist -1.0 and 5HT1a ag -3.2.
`O=S(CCc1ccncc1)Cc1ccccc1` (stereo not drawn) gave S1P3 ag 2.9, S1P1 ag-PAM 4, 5HT1E antag 6, HTR1E agonist 0.2 and 5HT1a ag 40*.
